mcGAS lum: mouse cGAS inhibition by luminescence. recombinant cGAS, Kinase-Glo ATP depletion luminescence. inhibition, % at 12.5 µM. 160,000 compounds, 0.15% hits;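 further: 0% = negative control wells and 100% = reference inhibitor with no enzyme activity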
hcGAS lum: blocks human cGAS activity; recombinant h-cGAS, ATP depletion, Kinase-Glo luminescence; inhibition, % at 12.5 µM; Q8N884; 290,000 compounds, 0.081% hits; AID 1259398;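 further: 0% = vehicle reaction and 100% = reaction without DNA for no activity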
Target sequence (Q8N884 whole entry, looked up): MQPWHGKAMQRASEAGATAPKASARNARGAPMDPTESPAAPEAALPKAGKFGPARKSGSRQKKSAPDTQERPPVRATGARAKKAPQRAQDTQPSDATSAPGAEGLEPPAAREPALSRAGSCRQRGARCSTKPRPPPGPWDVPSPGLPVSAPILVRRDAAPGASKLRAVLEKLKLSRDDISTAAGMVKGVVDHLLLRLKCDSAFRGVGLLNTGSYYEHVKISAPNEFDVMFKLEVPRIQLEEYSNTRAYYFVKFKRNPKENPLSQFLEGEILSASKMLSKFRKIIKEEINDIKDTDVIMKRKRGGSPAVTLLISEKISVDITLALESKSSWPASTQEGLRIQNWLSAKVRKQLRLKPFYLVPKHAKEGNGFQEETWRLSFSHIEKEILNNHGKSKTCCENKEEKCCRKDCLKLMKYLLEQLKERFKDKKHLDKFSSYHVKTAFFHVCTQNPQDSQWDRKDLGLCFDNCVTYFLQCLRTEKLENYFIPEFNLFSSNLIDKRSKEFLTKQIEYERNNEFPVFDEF
NPYLR7 agonist: activates Aedes aegypti NPYLR7 receptor | HEK293T NPYLR7/Galpha15, GCaMP6s calcium fluorescence | AID 1259423 | 270,000 compounds, 0.15% hits | activation, % at 10 µM; in the data active means activation above about 40%;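 further: 0% = vehicle and 100% = reference agonist at the receptor; some compounds past the cut are filed as inactive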
* hit, by the source's call; / = no result given; & = joins results of further samples. Unless noted, no stated cut-off is given here; in the data, active means inhibition above about 40%; inactive means the rest.

SMILES	mcGAS lum	hcGAS lum	NPYLR7 agonist
CCN(CC)CC1CN(Cc2ccc(OC)cc2)CCO1 (stereo not given)	/	-5	7
COc1ccc2oc(=O)n(C3CCN(C(=O)c4cc(C)oc4C)CC3)c2c1	-8	-4	25
COCC(=O)N1CCC(C(NC(=O)c2cccc(C)c2)C(=O)NCc2ccco2)CC1 (stereo not given)	-5	-5	-1
COc1ccc(C(C)N(c2ccc(OC)c(OC)c2)S(C)(=O)=O)cc1 (stereo not given)	1	1	/
O=C(NN1CCOCC1)[C@@]1(OCc2ccccc2)CC(OCc2ccccc2F)[C@H](O)[C@H](O)C1 (stereo not given in full)	-6	8	5
Cc1cccc(CN2CCN(Cc3cnc(-c4ccccn4)nc3)CC2)c1	/	-1	8
O=C(NCCc1ccc(Cl)cc1Cl)c1ccc(CSc2nc(Cl)cc(N3CCOCC3)n2)cc1	-5	-11	/
COc1cc2c(cc1OC)CN(C1CCCN(C(=O)c3scc4c3CCCC4)C1)CC2 (stereo not given)	-10	-6	/
O=C(C1CCCC1)N(Cc1ccc2c(c1)OCO2)Cc1cc(Cl)ccc1OCc1nc(CO)cs1	-4	0	/
Cc1noc(C)c1CNC(=O)C1CC(c2ccccc2)C1 (stereo not given)	/	-11	1
Cc1cccc(-n2c(SCc3nc(C(=O)O)cs3)nnc2-c2cccs2)c1	-4	-6	10
COC(=O)[C@@H]1C[C@@H](O)CN1Cc1cnc(-c2ccccc2C)s1	/	-5	1
C#CCN(C1CCc2ccccc21)S(=O)(=O)c1cc(C(N)=O)n(C)c1 (stereo not given)	/	-9	4
Cc1cc(N)ccc1S(=O)(=O)Nc1ccc(Br)cc1	-20	-10	4
CCCCSC1=C(C#N)C(=O)NC(C)(C)S1	/	4	1
CCCc1cc(CN(C)C(=O)c2cc3ccccc3n2C)[nH]n1	/	-5	1
O=C(NCCS(=O)(=O)c1ccc(C(F)(F)F)cn1)c1ccc(Cl)cc1	-7	-4	3
Cc1cc(CNC(=O)c2cc(S(=O)(=O)NC3CC3)c(Cl)cc2Cl)ccc1F	-8	1	0
CCCNC(=O)CN1c2ccccc2SC(C)C1C (stereo not given)	-9	-2	2
Fc1ccc(F)c(-n2c(COc3ccccc3)n[nH]c2=S)c1	-3	-7	-4
CCO[C@H]1COC[C@@H]1NC(=O)c1csc(C(C)=O)c1	-19	-3	1
O=C(c1ccccc1-c1ccc(C(F)(F)F)cc1)N1CCCC1c1nnc2c(C(F)(F)F)cccn12 (stereo not given)	/	-8	-8
CCCC1=NN2CCS(=O)(=O)N=C2S1	/	-11	0
O=C(Nc1ccc2nc([C@@H]3O[C@H](CO)[C@@H](O)[C@H](O)[C@H]3O)[nH]c2c1)Nc1cccc2nsnc12	-3	-5	14
CCCCN(C(=O)c1cnccn1)c1c(N)n(CCC)c(=O)[nH]c1=O	/	-5	10
Cc1nn(C)c(C)c1CCNC(=O)C1(CCO)CC12CCOCC2 (stereo not given)	-6	-10	/
Cc1cc(N2CCN(CC(=O)NC(C)(C)C)CC2)n2c(nc3ccccc32)c1C#N	/	1	5
Cc1nc2ncnn2c(N2CCN(S(=O)(=O)c3ccc(C(F)(F)F)cc3Cl)CC2)c1Cc1ccccc1	-7	-1	32
Cc1ccc(CN(Cc2ccc(C(O)(c3cccc(F)c3)c3cccc(F)c3)o2)CC2CCCO2)s1 (stereo not given)	-5	-2	1
CN1CCC(CNC(=O)CCc2cccs2)C1 (stereo not given)	-12	-1	3
CCOCCN1CCN(CC(=O)N2CCc3ccccc32)CC1CC (stereo not given)	/	-9	10
Cc1noc(CN(C)C(=O)CCC(C)N2CCN(C)CC2)n1 (stereo not given)	0	0	/
COCCN(Cc1ccco1)Cc1ccc(C(O)(c2ccccc2)c2ccccc2)o1	-4	-6	13
CCn1c(C)cc(O)c(C(c2cccs2)N2CCCCC2)c1=O (stereo not given)	/	-3	14
Cn1c(=O)c2c(nc(CN3CCc4ccccc4C3)n2CCCc2ccccc2)n(C)c1=O	-1	2	-2
CN(Cc1ccccc1Cl)C(=O)Nn1cnc2ccccc21	/	-11	-3
O=S(=O)(NCCNc1nc(-c2ccccc2Cl)nc2ccccc12)c1cccc(C(F)(F)F)c1	-4	-5	16
CCN1CCN(CC(=O)NCc2cccnc2Oc2ccccc2F)CC1	/	-6	6
CCOC(=O)c1ccc(N2CCN(CC3=CC(C)(C)COc4ccc(OC)cc43)CC2)cc1	-8	8	3
CCOC(=O)N1CCC(N2CCN(C)C3(CCC(=O)N(C)CC3)C2)CC1 (stereo not given)	0	7	/
COc1ccc2oc(CNC(=O)C3CC(=O)N(CC(C)C)C3)nc2c1 (stereo not given)	/	-3	-3
CC(C)(CN1CCOCC1)NC(=O)c1cn2c3c(cccc3c1=O)CC2	-11	-7	-3
Cc1cccc(-n2ncc3c(=O)[nH]c(-n4nc(C)cc4NC(=O)c4cccc(C(F)(F)F)c4)nc32)c1	-9	-13	/
CCN(Cc1cccc(F)c1)Cn1nc2n(C)c(=O)c3ccccc3n2c1=S	/	-3	7
Cc1ccc(OCCN(C)C(=O)Nc2ccn(CCC(N)=O)n2)cc1	/	-9	7
CC1(C)C2CC=C(C=NNC(=S)Nc3ccc(SC(F)F)cc3)C1C2 (stereo not given)	-6	-10	0
CCOCCn1c(CN2CCOCC2)nc2c1c(=O)n(C)c(=O)n2C	/	-2	1
O=C(NCCc1ccccc1)Nc1nnc([C@@H]2C[C@H](O)[C@@H](CO)O2)s1	-6	-6	-2
COc1cc(OC)c(OC)cc1CO	-9	-5	4
Fc1ccccc1OCC1CCCN(Cc2nc(CC3CC3)no2)C1 (stereo not given)	/	-5&2	17&3
CC(=O)C12c3ccccc3C(c3ccccc31)C1C(=O)NC(=O)C12 (stereo not given)	-7	-5	-13
COc1ccc(OC)c(C2c3cccn3CCCN2Cc2ccc([N+](=O)[O-])cc2)c1 (stereo not given)	-6	-4	-10
COc1ccc(CCN(Cc2ccc(C)o2)C(=O)CN(CCN2CCOCC2)C(=O)c2ccco2)cc1OC	-5	-4	-3
CCc1ccc(NC(=O)Cn2c(-n3nc(C)cc3C)nc(C)c(CC)c2=O)cc1	-8	-4	3
CCN(C)c1c(C)nc2c(OCC(=O)N3CCOCC3)cccn12	-4	-4	18
CCOC(=O)c1c(CN2CCCCC2)n(C)c2cc(Br)c(O)cc12	-6	-2	1
CCCC(CCC)C(=O)N1CCN(c2ccc(NC(=O)COC)cn2)CC1	-5	-2	4
C=CCN(CC#Cc1ccccc1)C(=O)C(C)CC (stereo not given)	-12	-5	4
COc1ccc(C(=O)N2C(C(=O)NCc3ccccn3)COC23CCN(C(=O)Cc2ccccc2)CC3)cc1 (stereo not given)	-5	-6	2
Cc1ccccc1N1CCN(C2CCCN(C(=O)c3c[nH]c(=O)[nH]3)C2)CC1 (stereo not given)	/	-7	16

Next part, starting with the last two of the part before.
SMILES	mcGAS lum	hcGAS lum	NPYLR7 agonist
COc1ccc(C(=O)N2C(C(=O)NCc3ccccn3)COC23CCN(C(=O)Cc2ccccc2)CC3)cc1 (stereo not given)	-5	-6	2
Cc1ccccc1N1CCN(C2CCCN(C(=O)c3c[nH]c(=O)[nH]3)C2)CC1 (stereo not given)	/	-7	16
Cc1nn(CC#N)c(=O)c2c1cnn2-c1ccccc1	/	-1	5
O=C1CCCN1c1cccc(C2=NNC(=Nc3ccccc3)SC2)c1	-6	-6	2
C#CCN(CC(F)(F)F)S(=O)(=O)c1cn(C(C)CC)cn1 (stereo not given)	-18	-5	6
COc1cccc2sc(N(CCCn3ccnc3)C(=O)/C=C/c3cccs3)nc12	-8	-4	-10
c1ccc(-n2nnnc2N2CCN(c3ncccn3)CC2)cc1	/	6	-3
CCOC(=O)c1ccc(NC2CCCCC2)c(N)c1	-10	-9	-2
C=c1occc1=C1NN=C(SCC(=O)c2cc(C)n(C(C)C)c2C)O1	-5	-1	26
O=c1ccc(-c2ccco2)nn1CCNS(=O)(=O)Cc1ccccc1	-7	1	-2
O=C(CCn1cnnc1)N1CCCC(CCc2ccc(F)cc2)C1 (stereo not given)	-8	-1	2
OC(COCc1ccco1)CN(CCN1CCOCC1)Cc1cccs1 (stereo not given)	-5	-4	23
CCCS(=O)(=O)Oc1ccc([N+](=O)[O-])cc1-c1nc2cc(S(=O)(=O)CC)ccc2o1	0	3	0
Cc1ccccc1S(=O)(=O)N1CCC(c2nc(-c3ccc(C(F)(F)F)cc3)no2)CC1	-9	-8	26
O=C(COc1ccc(F)cc1)NCc1csc(Br)c1	-8	-14	2
Cc1cccc(C(=O)Oc2coc(CSc3ncccn3)cc2=O)c1	-5	-5	-12
C[C@@H](NC(=O)c1csc(COC(=O)c2ccccc2)n1)C(C)(C)C	-6	-6	-8
CCOC(=O)C1(CCOc2ccccc2)CCN(Cc2cccc3c2OCO3)CC1	/	-7	15
COc1cccc(CN(Cc2nc(C(=O)NCCN3CCOCC3)co2)C(C)C(C)C)c1 (stereo not given)	-6	-2	19
CCC1SC(=NS(=O)(=O)c2cccs2)N(C2CCCCC2)C1=O (stereo not given)	-4	-1	-2
CC(NC(=O)C1CCN(CCOc2ccc(Cl)cc2)CC1)c1cccc2ccccc12 (stereo not given)	-3	-1	19
CC(C)C(NC(=O)Nc1cc(C(=O)N2CCCC2)ccc1Cl)c1cccs1 (stereo not given)	-1	6	-1
O=C(Nc1nc(-c2ccccc2)ns1)N1CCc2[nH]cnc2C1c1cccnc1 (stereo not given)	-8	1	3
Cc1cc(C(=O)N2CCOC(c3ccccc3)C2)ccc1N1CCNC1=O (stereo not given)	/	-12	5
CC[n+]1c(C)sc2ccccc21	-6	-5	2
CCc1noc(CN(CC)C(=O)c2ccc3ncsc3c2)n1	/	-2	3
CN(C)CCCN(C(=O)c1ccc(Br)s1)c1nc2c(F)cccc2s1	-7	-3	6
CCOCCOc1ccc(-c2nnc(CCC(=O)NCCc3ccccn3)c(=O)[nH]2)cc1OC	-5	-7	/
O=C(CC(c1ccccc1)c1cn(Cc2ccccc2)c2ccc([N+](=O)[O-])cc12)NCc1ccccn1 (stereo not given)	-6	-12	13

Structures from the list above with an aryl methoxy group (13):
SMILES	mcGAS lum	hcGAS lum	NPYLR7 agonist
CCN(CC)CC1CN(Cc2ccc(OC)cc2)CCO1 (stereo not given)	/	-5	7
COc1ccc2oc(=O)n(C3CCN(C(=O)c4cc(C)oc4C)CC3)c2c1	-8	-4	25
COc1ccc(C(C)N(c2ccc(OC)c(OC)c2)S(C)(=O)=O)cc1 (stereo not given)	1	1	/
COc1cc2c(cc1OC)CN(C1CCCN(C(=O)c3scc4c3CCCC4)C1)CC2 (stereo not given)	-10	-6	/
CCOC(=O)c1ccc(N2CCN(CC3=CC(C)(C)COc4ccc(OC)cc43)CC2)cc1	-8	8	3
COc1ccc2oc(CNC(=O)C3CC(=O)N(CC(C)C)C3)nc2c1 (stereo not given)	/	-3	-3
COc1cc(OC)c(OC)cc1CO	-9	-5	4
COc1ccc(OC)c(C2c3cccn3CCCN2Cc2ccc([N+](=O)[O-])cc2)c1 (stereo not given)	-6	-4	-10
COc1ccc(CCN(Cc2ccc(C)o2)C(=O)CN(CCN2CCOCC2)C(=O)c2ccco2)cc1OC	-5	-4	-3
COc1ccc(C(=O)N2C(C(=O)NCc3ccccn3)COC23CCN(C(=O)Cc2ccccc2)CC3)cc1 (stereo not given)	-5	-6	2
COc1cccc2sc(N(CCCn3ccnc3)C(=O)/C=C/c3cccs3)nc12	-8	-4	-10
COc1cccc(CN(Cc2nc(C(=O)NCCN3CCOCC3)co2)C(C)C(C)C)c1 (stereo not given)	-6	-2	19
CCOCCOc1ccc(-c2nnc(CCC(=O)NCCc3ccccn3)c(=O)[nH]2)cc1OC	-5	-7	/
